COUP-TFII inh: NR2F2 transcriptional activity inhibitors, primary screen, cell-based, luciferase reporter, HEK293T, luminescence; HEK293T NGFI-A luciferase reporter; COUP transcription factor 2 (Homo sapiens), P24468; 370,000 tested, 0.7% active; inhibition, % at 8.6 µM;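 active means inhibition above a per-plate cutoff, mean inhibition of test wells between control levels plus 3 SD, cut at about 38% in these data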;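 further: cells cotransfected with COUP-TFII expression vector driving the NGFI-A reporter; 0% = median of COUP-TF2 test wells and 100% = reporter-only cells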
TROY NFkB inh: inhibitors of TROY-driven NF-kB signaling, primary screen, Q293 LMP1-TROYcd cells, NF-kB luciferase, uHTS | 360,000 tested, 0.98% active | inhibition, % at 10 µM | AID 1347056, 2019 | Q293 LMP1-TROYcd NF-kB luciferase reporter, 4 h;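 active means compounds whose plate-normalised and pattern-corrected inhibition of the luciferase reporter signal at the single screening dose is 50% or more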
SRC3 inh: SRC3 coactivator transcriptional activity inhibitors, primary screen, cell-based, luminescence; HEK293 GAL4-SRC3 luciferase reporter; inhibition, % at 3.6 µM; 360,000 tested, 0.17% active;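 active means inhibition above a per-campaign cutoff, the mean of all compounds plus 3 SD, cut at about 60% in these data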;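 further: 0% = DMSO-treated cells and 100% = gossypol-treated cells at 36 µM; higher means less SRC3-driven luciferase light from the GAL4 reporter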
TLR9-MyD88 block: inhibitors of TLR9-MyD88 association in cells, primary screen, cell-based, CHO, BLA complementation, fluorescence; Toll-like receptor 9 (Homo sapiens) + Myeloid differentiation primary response protein …; inhibition, % at 4.98 µM; 340,000 tested, 0.21% active; CCF4 FRET ratio;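 active means inhibition above the mean over all tested compounds plus 3 SD, cut at about 21% in these data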;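 further: 0% = DMSO only wells and 100% = clavulanate BLA inhibitor control wells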
LRH-1 inv ag: LRH-1 (NR5A2) inverse agonists, primary screen, cell-based, luminescence, HEK293T, StAR-luciferase reporter; Nuclear receptor subfamily 5 group A member 2 (Homo sapiens), O00482; LRH-1 transfected, 24 h; inhibition, % at 3.6 µM; 360,000 tested, 0.13% active; AID 602396, 2012;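 active means inhibition above the mean inhibition of all tested compounds plus 3 SD, cut at about 73% in these data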;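 further: 0% = DMSO wells and 100% = reporter-only cells lacking LRH-1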
NOD2 RIPK2 PPI: NOD2-RIPK2 binding disruptors in cells, primary screen, fluorescence, CHO cells, BLA complementation; Receptor-interacting serine/threonine-protein kinase 2 (Homo sapiens), O43353; inhibition, % at 4.98 µM; 360,000 tested, 0.38% active; CCF4 ratio; in the data active means inhibition above about 21%;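 further: 0% = vehicle only and 100% = reference blocker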
ABHD5 PLIN5 PPI: ABHD5-PLIN5 interaction inhibitors, primary screen, cell lysate, split luciferase complementation, luminescence. Split G. princeps luciferase complementation, 4 h. 360,000 tested, 0.78% active. Perilipin-5 (Homo sapiens) + 1-acylglycerol-3-phosphate O-acyltransferase ABHD5 (Homo …. AID 602281, 2012. inhibition, % at 4 µM;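 active means inhibition above the mean inhibition across every tested compound plus 3 SD, cut at about 22% in these data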;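 further: 0% = DMSO only wells and the 100% control is not disclosed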
NCOA1 inh: SRC1 coactivator transcriptional activity inhibitors, primary screen, cell-based, luminescence; Nuclear receptor coactivator 1 (Homo sapiens), Q15788; 360,000 tested, 0.12% active; AID 588354, 2011; inhibition, % at 3.6 µM; HEK293 GAL4-SRC1 luciferase reporter;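 active means inhibition above the campaign mean plus 3 SD, with each screening campaign given its own cutoff, cut at about 60% in these data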;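 further: 0% = DMSO treated cells and 100% = gossypol at 36 µM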
NCOA2 inhibitor: inhibition of GAL4-SRC2 driven luciferase reporter, primary screen, SRC2 inhibitor project, cell-based, luminescence. 370,000 tested, 0.17% active. HEK293 GAL4-SRC2 luciferase reporter. inhibition, % at 9 µM. AID 651957, 2012. Nuclear receptor coactivator 2 (Homo sapiens), Q15596;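 active means inhibition above the mean inhibition of all tested compounds plus 3 SD, set per campaign, cut at about 52% in these data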;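 further: 0% = DMSO treated cells and 100% = cells given Gossypol at 36 µM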
Exocytosis inh: LAMP-1 surface exposure blockers, TALL-104 cells – cell-based, flow cytometry, MLPCN library, primary screen. 360,000 tested, 0.66% active. TALL-104 LAMP-1 surface exposure; cells stimulated with thapsigargin and PMA. AID 651702, 2012. inhibition, % at 10 µM;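 active means inhibition above about 55%, limit read from the data; inconclusive means no clear call, values can overlap the other calls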
TWEAK-Fn14 inh: inhibitors of TWEAK-Fn14 signaling, primary screen, luciferase reporter cells, uHTS; AID 1159606, 2016; inhibition, % at 10 µM; 360,000 tested, 2% active; TWEAK-stimulated Fn14 reporter cells, luciferase luminescence, 8 h; in the data active means inhibition above about 50%
* = called active by the depositor; ? = inconclusive; . = not tested or not shown. A portion of the library; rates above refer to the full screens.

Results follow in this order: COUP-TFII inh	TROY NFkB inh	SRC3 inh	TLR9-MyD88 block	LRH-1 inv ag	NOD2 RIPK2 PPI	ABHD5 PLIN5 PPI	NCOA1 inh	NCOA2 inhibitor	Exocytosis inh	TWEAK-Fn14 inh
> CC(NC(=O)CN1C(=O)NC2(CCc3ccccc32)C1=O)c1ccccc1 (stereo unspecified)
    -15	17	12	2	4	-5	-7	7	13	2	10
> COc1ccc(C(c2nnnn2Cc2ccccc2)N2CCN(C(=O)c3ccco3)CC2)cc1 (stereo unspecified)
    3	26	18	0	22	-4	-5	-16	4	2	5
> CC1CCN(C(=O)COC(=O)c2ccccc2C(=O)c2ccccc2)CC1
    -8	-27	-10	-9	1	0	6	-46	-63	-4	-8
> c1ccc2nc(-c3ccncc3)ccc2c1
    -34	-21	-64	1	-54	-11	-13	-55	-75	-10	-17
> Cc1nn(-c2cccc(Cl)c2)nc1C(=O)O
    29	-37	-11	3	-8	-18	1	-11	2	-8	-8
> CC(C)CN(C(=O)COC(=O)C(C)N1C(=O)c2ccccc2C1=O)c1c(N)n(Cc2ccccc2)c(=O)[nH]c1=O (stereo unspecified)
    -14	-4	-23	3	3	-8	-2	1	11	-2	6
> CCOc1ccc(N(CC(=O)N2CCCC2)S(=O)(=O)c2ccc(F)cc2)cc1
    0	-8	21	-1	12	3	4	11	14	-6	-1
> c1ccc(-c2nnc(CN3CCN(c4ccccc4)CC3)o2)cc1
    2	-9	0	10	19	-11	5	-25	-12	1	-10
> COc1cc(CN2CCC(C(=O)N3CCC(C)CC3)CC2)cc(Br)c1O
    -19	7	-1	-1	12	6	-4	-3	-10	-5	-4
> O=C(Nc1cc([N+](=O)[O-])ccc1C(=O)Nc1cccnc1)c1ccccc1
    1	-14	4	-6	18	-13	-4	-21	18	0	-17
> COc1ccc(C2(C(=O)N3CCCC3)CCOCC2)cc1OC
    -13	-10	22	0	-8	3	0	22	2	-4	-1
> C[C@H](NC(=O)c1[nH]cnc1C(=O)Nc1nccs1)c1ccccc1
    -9	-9	-6	4	14	-5	2	-6	-26	-1	8
> O=C(NCCN1CCCCC1)c1ccc(F)cc1Cl
    -2	18	6	0	-17	-4	-2	-26	3	-3	1
> O=c1[nH][nH]c2c1[C@H](c1ccc(F)cc1)O[C@H](C1CCCCC1)C2
    -3	8	.	.	29	-4	28*	.	6	5	17
> CCN(CC(=O)Nc1cc(Cl)ccc1C)C(=O)c1cc(S(=O)(=O)N2CCCCCC2)ccc1OC
    -5	4	20	-6	11	-7	-2	-2	8	0	-12
> CCCCC(CC)C(=O)NCc1ccccc1OC (stereo unspecified)
    6	-6	-1	-11	6	-4	-2	-18	-5	6	-1
> COc1cc(/C=C(/C#N)c2ccccc2)ccc1Oc1ccc([N+](=O)[O-])cn1
    -5	4	16	12	38	-12	2	23	-10	24	9
> CCN(CC)CC#CCC1(O)c2ccccc2-c2ccccc21
    2	-12	2	3	23	-6	-3	2	-7	3	5
> COc1ccc(/C=C(\NC(=O)c2ccc(C)cc2)C(=O)NCCCn2ccnc2)cc1
    18	13	8	3	3	1	0	5	21	-4	10
> Cc1ccc2nc(-c3ccc(SCC(=O)Nc4nnc(C)s4)nc3)[nH]c2c1
    -22	-49	-67	1	-176	-4	2	-123	-71	-2	25
> CCCCOc1ccc(/C=C/C2=CC(C)(C)NC(=S)N2)cc1OCC
    12	-5	8	5	4	-6	-4	11	3	2	13
> O=C(CSc1cc(Cl)ccc1Cl)NC1CCCc2ccccc21 (stereo unspecified)
    -8	-9	8	-15	4	0	-1	10	-6	-1	5
> Cc1ncsc1C(=O)O
    -7	7	1	3	0	9	-5	3	-19	-3	5
> O=C(N/N=C/c1ccc(Cl)cc1Cl)c1ccc(-n2cnnn2)cc1
    1	6	-55	2	5	-6	-14	-13	-40	-5	14
> CCN(CC)c1ccc(N)cc1S(=O)(=O)Nc1ccc(OC)cc1
    13	-3	17	3	-2	-4	3	0	11	-1	9
> CC1(C)Cc2c(sc(NC(=O)c3ccc(S(=O)(=O)N4CCCCCC4)cc3)c2C(N)=O)C(C)(C)N1
    -10	-15	9	-4	26	4	18	-28	-12	4	13
> C[C@@H]1CN([C@@H](C)CO)C(=O)CCCn2nncc2CO[C@@H]1CN(C)C(=O)CCC(F)(F)F
    -5	-8	11	-4	7	8	-1	-1	17	12	-5
> O=S(=O)(c1cccc(NC(=S)N2CCN(c3ccccc3)CC2)c1)C(F)F
    7	29	8	-3	8	-7	-8	-18	30	-1	47
> CCN(CC)c1ccc(N2C(=O)/C(=C\c3cccnc3)SC2=S)cc1
    11	-2	-23	0	-5	-5	-2	0	-10	0	14
> O=C(COC(=O)c1ccccc1C(=O)c1ccccc1)NCCc1ccccc1
    10	-5	-2	-6	5	4	-2	-14	4	-2	-4
> CN(Cc1ccccc1)C(=O)CCN1C(=O)c2cccc([N+](=O)[O-])c2C1=O
    -6	-6	3	0	0	-3	-4	2	6	-3	18
> C=CCc1cc2c(oc(=O)c3ccccc32)c(C)c1O
    -1	-28	12	6	5	-10	1	-2	-22	-4	-12
> Cc1ccc(S(=O)(=O)Cc2ccc(C(=O)N3CCCCCC3)o2)cc1
    8	-14	-1	-3	-15	5	5	-6	2	-2	-7
> O=C(N1CCOCCOc2ccccc2OCCOCC1)C(F)(F)F
    17	15	2	-6	4	10	-2	-13	18	3	-10
> CC(C)(C)c1nnc2cccc(Cl)n12
    -1	-4	-6	-14	1	-10	-1	2	-16	-4	-11
> CC(=O)c1ccc(OCCCC(=O)NC2CCCCC2C)cc1 (stereo unspecified)
    -14	-3	-10	5	5	-15	2	7	5	-8	-3
> CC1CCN(c2ncnc3ccccc23)CC1
    45*	2	10	9	19	-1	3	-8	5	-10	18
> CC(Oc1ccccc1Cl)c1nnc(N)s1 (stereo unspecified)
    -1	-19	-3	-1	0	-9	1	4	-4	-1	-7
> COC(=O)c1cc(NC(=O)c2ccoc2C)cc(C(=O)OC)c1
    -14	-8	0	-3	29	3	2	-9	-10	3	-5
> CC(=O)N1CCN(c2ncnc3sc(-c4ccccc4)cc23)CC1
    -15	2	3	-11	33	-5	5	-21	-24	-1	-26
> Cn1cccc1C(=O)NC(=O)COC(=O)c1ccc(S(C)(=O)=O)cc1
    5	2	-36	-14	-23	-2	5	-6	14	-1	4
> Cc1ccc(CC2CC(=O)N(C(Cc3ccccc3)C(=O)O)C2=O)cc1 (stereo unspecified)
    5	-4	7	-5	-11	7	-3	-2	-3	2	-7
> O=[N+]([O-])c1ccc(C[n+]2ccc(Cc3ccccc3)cc2)cc1
    9	14	7	-13	13	-2	-1	11	-2	-3	0
> Cc1cccc(-c2oc3ccccc3c2C#CCCO)c1
    2	-18	9	-2	9	7	-16	3	-7	-6	-10
> CN(C)C(=O)N1CCC(C(=O)N2CCCC(C(=O)c3cccc4ccccc34)C2)CC1 (stereo unspecified)
    -1	-17	-1	3	-22	-5	3	0	-48	7	-8
> COc1ccc(OCC(=O)N/N=C/c2ccsc2)cc1
    -4	-17	-6	1	15	0	3	-1	10	-2	-7
> Clc1ccc(CSc2nnc(CNc3cccc(Cl)c3)o2)cc1
    1	12	6	-3	-24	-5	-3	2	11	1	1
> Cc1cccc(OCC(=O)Nc2ccc3c(c2)OCO3)c1C
    -13	-39	-18	0	-29	-2	-2	-19	-46	1	-5
> CCCCCCOC(=O)Nc1ccc(S(=O)(=O)Nc2cccc([N+](=O)[O-])c2)cc1
    0	3	14	8	-6	2	-14	-30	11	2	-4
> O=C(C[n+]1cc(Br)cc2ccccc21)c1ccc(Br)cc1
    7	-3	-19	-1	11	12	7	14	-10	0	4
> COc1ccc(-c2nc3cccc(C)n3c2NCc2ccco2)cc1OC
    4	-18	-19	-8	-43	-6	5	-7	-9	0	-2
> CC(=O)c1ccc(S(=O)(=O)Oc2ccc(-c3ccc(C(=O)O)cc3)cc2)cc1
    -5	2	0	1	15	3	-4	12	0	8	-5
> COc1ccc2[nH]cc(C(=O)CN3CCCC(C)(C)C3)c2c1
    -6	-5	2	-11	0	-4	1	-9	-5	6	-10
> CCOC(=O)c1cc(-c2ccc(N3C(c4ccsc4)=Cc4ccccc4C3CC(C)=O)cc2)cc([N+](=O)[O-])c1 (stereo unspecified)
    -5	-8	.	.	23	-16	-3	.	-19	-4	-13
> O=C1/C(=C/c2ccccc2)CSc2sccc21
    -8	-11	-16	-6	-21	0	2	-21	-39	0	-28
> CCCCOC(=O)c1ccc(OC(=O)c2cccnc2)cc1
    -25	-69	-44	1	-17	3	-10	-17	-5	6	2
> COCc1nnc(SCC(=O)NCc2ccccc2)n1-c1ccccc1
    17	11	10	3	-8	10	-5	5	17	-1	-10
> CCc1ccc(CN2CCC(Oc3ccc(C(=O)NCc4ccccn4)cc3)CC2)o1
    14	-8	-1	1	5	1	7	1	5	-10	-5
> CCOC(=O)C1=C(C)NC(=S)NC1c1ccc(OC(=O)c2ccco2)cc1 (stereo unspecified)
    17	11	8	6	-7	3	-1	10	-7	-6	-33
> CCOc1ccc(CN(C)C(=O)c2cccnc2OCC)cc1OC
    -9	-8	14	4	1	8	5	-22	-4	-3	0

The list goes on.
Results follow in this order: COUP-TFII inh	TROY NFkB inh	SRC3 inh	TLR9-MyD88 block	LRH-1 inv ag	NOD2 RIPK2 PPI	ABHD5 PLIN5 PPI	NCOA1 inh	NCOA2 inhibitor	Exocytosis inh	TWEAK-Fn14 inh
> CCCn1c(N)c(C(=O)CSc2nnc(-c3ccco3)n2Cc2ccccc2)c(=O)[nH]c1=O
    -13	6	9	-5	-3	0	4	6	-3	1	6
> Cc1ccc(/C=N/NC(=O)COc2ccccc2-c2ccccc2)cc1
    -148	17	-24	-7	5	5	-8	-28	6	5	2
> COc1cccc(-c2nnc3sc(-c4ccccc4)nn23)c1
    -16	0	-16	-6	-19	2	1	-14	-28	3	18
> N#Cc1ccc(C(=O)NNC(=O)c2ccncc2)cc1
    8	20	-17	-11	13	5	-4	-45	13	0	-3
> CCN(CC)S(=O)(=O)c1ccc(C(=O)N2CCN(C3=NS(=O)(=O)c4ccccc43)CC2)cc1
    8	-10	4	-10	4	-3	6	17	11	?	-1
> Cc1[nH]c2c(C)cccc2c1CN1CCC(CO)(Cc2ccccc2)CC1
    -4	9	15	8	10	-10	16	3	18	2	-7
> COc1ccc(Nc2nc(C)cc(C)c2C#N)cc1OC
    20	7	-11	-2	15	6	2	6	-12	0	-29

Source: PubChem
